Screening data as filed in PubChem BioAssay.
PLK1 PBD block: PLK1 (human) polo-box domain binding inhibition | hit rate 2.8% among 360,000 | Plk1 PBD binding of FITC phosphopeptide, fluorescence polarization | AID 720504 | Potency, µM, for inactives: max response, negative = inhibition, most hits filed as inhibitors; also: potency is read from the fitted curve at half-maximal effect; series mostly up to about 57 µM; % is scaled to controls: 0 for no effect and ±100 for the full control effect; nearly all actives have a fitted effect of over 65% in size
IL-2 act: activates IL-2 in a cell-based reporter assay; activation, % (series mostly up to about 46 µM); IL-2 activation reporter assay, cell-based qHTS; stimulated with anti-CD3/CD4/CD28 beads; in transgenic mouse T cells; AID 652025; hit rate 0.065% among 360,000; in the data active = activation above about 50%; inconclusive = mostly about 30% to 49%; also: 0% is about no effect
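First, unstimulated transgenic mouse T cells were exposed to compound for 60 min. Next, anti-CD3/anti-CD4-coated beads with anti-CD28 were added. Finally, after 18 h at 37 degrees C, EGFP and DsRed were imaged.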
HEK293 tox: cytotoxicity in counter-screen for GLP-1R inverse agonists | HEK293 cAMP-luciferase reporter cells, luminescence, 24 h | Potency, µM (doses to about 38.3 µM), inactives show at the highest dose activity change, negative = inhibition, most hits filed as inhibitors | hit rate 0.13% among 410,000;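 also: loss of luciferase light is scored as toxicity; potency is read from the fitted curve at half-maximal effect; % is scaled to controls: 0 for no effect and ±100 for the full control effect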
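MLSMR compounds, 24 hr on cells at 37 deg C/5% CO2; luminescence after luciferase reagent (12 min RT). Inhibition counted as the undesired cytotoxic outcome.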
D3 ag: agonists of human D3 dopamine receptor. P35462. D3R DiscoveRx beta-arrestin cells, luminescence, 90 min. max activation, %. hit rate 0.58% among 410,000. AID 652048; in the data active = max activation above about 30%; also: 0% is about no effect; mostly tested at two doses, the higher about 12 µM
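Agonist-mode cell screen: cells plated at 1500/well and incubated overnight at 37 °C, then exposed to library compounds for 90 min at 37 °C. Detection reagent was added for 30–60 min at room temperature, and luminescence was read.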
GLP1R inv ag: acts as inverse agonist at human GLP-1 receptor. hit rate 1.6% among 410,000. Potency, µM (series often up to 38.3 µM), inactives show at the highest dose activity change, negative = inhibition, hits mostly inhibitors. P43220. HEK293 GLP-1R CRE-luciferase, luminescence, 24 h; GLP-1R form is constitutively active; also: potency is read from the fitted curve at half-maximal effect; % is scaled to controls: 0 for no effect and ±100 for the full control effect; nearly all actives have a fitted effect of over 55% in size
Target sequence (P43220 whole entry, looked up): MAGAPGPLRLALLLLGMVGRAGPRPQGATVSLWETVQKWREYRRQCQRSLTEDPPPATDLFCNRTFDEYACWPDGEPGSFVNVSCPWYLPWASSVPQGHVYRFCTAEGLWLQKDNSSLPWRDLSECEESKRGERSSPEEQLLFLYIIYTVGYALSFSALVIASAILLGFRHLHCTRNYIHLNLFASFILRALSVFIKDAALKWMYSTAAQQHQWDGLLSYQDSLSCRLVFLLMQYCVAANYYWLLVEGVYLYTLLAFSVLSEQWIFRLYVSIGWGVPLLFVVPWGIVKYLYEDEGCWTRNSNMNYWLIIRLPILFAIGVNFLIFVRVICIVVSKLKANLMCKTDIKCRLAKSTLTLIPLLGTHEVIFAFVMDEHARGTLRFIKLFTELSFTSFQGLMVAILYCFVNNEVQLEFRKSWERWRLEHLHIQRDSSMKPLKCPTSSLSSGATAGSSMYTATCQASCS
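Readout was luciferase luminescence, measured 12 min after detection reagent at room temperature. Beforehand, GLP-1R reporter HEK293 cells had sat 12 h, then received compounds for 24 hr at 37 deg C.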
DRD3 antagonist: D3 dopamine receptor (human) antagonism. D3R cells, DiscoveRx beta-arrestin luminescence, antagonist mode; hits give low values. max response, negative = inhibition, %. hit rate 2.5% among 360,000. AID 652054; in the data active = max response below about -50%; inconclusive = no clear call, values can overlap the other calls; also: % is scaled to controls: 0 for no effect and ±100 for the full control effect; mostly tested at two doses, the higher about 12 µM
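Cells expressing the human receptor were seeded at 1500 cells/well, incubated overnight at 37 degrees C in 5% CO2, then exposed to library compounds with dopamine controls for 90 minutes at 37 degrees C before luminescent detection.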
PI5P4K alpha inh: inhibitors of human PI5P4K alpha | hit rate 1.2% among 330,000 | PI5P4Kalpha enzyme, ADP-Glo luminescence, 60 min; hits give low values | max response, %; active = max response of -50% or lower; inconclusive = between -30% and -50%; inactive = -30% or higher; also: value at the top dose of about 77 µM; % is scaled to controls: 0 for no effect and ±100 for the full control effect
Target sequence (P48426 whole entry, looked up): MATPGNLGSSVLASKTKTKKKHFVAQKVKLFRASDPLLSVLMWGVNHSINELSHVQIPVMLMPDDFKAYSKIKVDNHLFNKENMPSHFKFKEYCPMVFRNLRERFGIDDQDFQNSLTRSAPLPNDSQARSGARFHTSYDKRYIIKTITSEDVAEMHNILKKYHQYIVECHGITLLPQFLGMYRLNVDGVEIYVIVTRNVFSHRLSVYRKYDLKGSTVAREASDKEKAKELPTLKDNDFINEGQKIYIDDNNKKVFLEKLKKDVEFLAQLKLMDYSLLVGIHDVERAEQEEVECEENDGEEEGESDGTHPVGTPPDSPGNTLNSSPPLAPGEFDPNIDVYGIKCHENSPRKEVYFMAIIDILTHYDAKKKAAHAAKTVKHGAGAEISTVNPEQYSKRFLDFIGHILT
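ADP-Glo luminescence end-point read after a 60 min room-temperature kinase reaction of PI5P4Kalpha plus substrate, initiated with ATP at 5 microM final. Buffer: 0.038 M HEPES pH 7.4, EGTA, 0.1% CHAPS, 5% DMSO.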
GLP1R ag: agonists of human GLP-1 receptor; AID 624172; P43220; Potency, µM (highest dose often 45.6 µM), for the others: top-dose activation, actives largely listed as activators; hit rate 0.007% among 380,000; HEK293 GLP-1R CRE-luciferase, luminescence, 4-6 h; cells express a hypersensitive GLP-1R form; also: potency is read from the fitted curve at half-maximal effect; % of control where 0% means no effect
WRN helicase inh: inhibitors of human WRN helicase; WRN helicase unwinding, fluorescent forked duplex, kinetic; Q14191; Potency, µM (top dose mostly 114 µM), for inactives: at the top dose activity change, negative = inhibition, usual class: inhibitors; hit rate 0.46% among 360,000; also: potency is read from the fitted curve at half-maximal effect; % is scaled to controls: 0 for no effect and ±100 for the full control effect; nearly all actives have a fitted effect of over 55% in size
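Kinetic fluorescence helicase assay: unwinding of a quenched forked DNA duplex (100 nM final) with 2 mM ATP final raises red fluorescence (525/598 nm). Compounds sat 15 min at room temperature with 20 nM WRN beforehand.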
* hit, by the source's call; ? = inconclusive; . = not tested or not shown; & = joins results of further samples; [ ] = dose if it differs, or a comment. Unless noted, calls follow the shape of the dose curve; as a rule, active = well fitted curve in the direction sought with a large enough effect; inconclusive = small, poorly fitted or top-dose-only effect, or another doubt; inactive = no such curve, though single readings can be large; an effect the other way counts as inactive or inconclusive.

SMILES	PLK1 PBD block	IL-2 act	HEK293 tox	D3 ag	GLP1R inv ag	DRD3 antagonist	PI5P4K alpha inh	GLP1R ag	WRN helicase inh
COc1ccc(N2CC(C(=O)Nc3ncccc3C)CC2=O)cc1 (stereo unspecified)	-2%	2.8	-7%	1	-9%	15	-4	-10%	-2%
COc1cnn(C(C)(C)C)c(=O)c1Cl	-10%	-0.7	9%	5	0%	24	.	-9%	5%
CC(C)OC(=O)c1cc(-c2ccc(C=O)o2)ccc1Cl	-10%	-0.5	-13%	4	?	4	-23	5%	-9%
COc1cc(C2CC(c3c(C)cc(C)[nH]c3=O)=NN2c2ccccc2F)cc(OC)c1OC (stereo unspecified)	15%	-1.2	180%[activator]	-12	8%	1	14	13%	6%
CCN1c2ccccc2NC2C1C(C(C)=O)C(=O)N2c1ccc(Cl)cc1 (stereo unspecified)	-2%	5.0	4%	-20	-3%	?	.	8%	-10%
Cc1ccc(-c2csc3ncn(CC(=O)NCC(c4ccco4)N4CCCC4)c(=O)c23)cc1 (stereo unspecified)	3%	-0.3	-14%	1	?	3	-6	-9%	6%
OC1(c2ccccc2)CN(c2ccccc2)C2=[N+]1CCS2 (stereo unspecified)	-1%	-3.0	-49%	-11	-47%	-5	-3	0%	-16%
Cc1sc2nc(CSCC(=O)Nc3ccc(N4CCOCC4)cc3)[nH]c(=O)c2c1C	30µM*	0.3	-5%	2	72%[activator]	-10	-19	-2%	0%
CCN(Cc1nc(-c2cccc(Cl)c2)no1)CC1CCCO1 (stereo unspecified)	?	-2.9	1%	9	?	13	-5	20%	-6%
COc1cc(OC)cc(C(=O)N2CCC(N3CCN(c4ccccc4OC)CC3)CC2)c1	-1%	1.5	-25%	0	?	-53*	-15	-5%	?
CN(C)S(=O)(=O)c1cc(C(=O)OCCn2cnc3c2c(=O)n(C)c(=O)n3C)ccc1Cl	-12%	-0.9	15%	2	1%	1	-6	13%	-5%
COC(C[C@H](O)C[C@H](O)COCc1ccccc1)OC	5%	-0.4	-3%	2	17%	3	-1	-2%	5%
Cc1cc(C)n(-c2nc3nonc3nc2Nc2cccc(C)c2C)n1	-1%	6.1	-1%	0	17%	31	11	-5%	11%
CC1=[N+](CC(=O)NC(C)(C)C)CCc2ccccc21	-1%	0.1	11%	2	6%	5	1	-4%	-1%
COC(=O)Cn1c(=NC(=O)CSCC(=O)Nc2cc(C)on2)sc2cc(C(=O)OC)ccc21	-7%	0.3	4%	-1	19%	-9	-7	1%	2%
CC1CCN(S(=O)(=O)c2ccc3c(c2)N(CC(=O)NCCCOC(C)C)C(=O)CO3)CC1	-2%	-0.8	-10%&-1%	28&-12	-21%&5%	-3	1	6%&1%	-3%[57.1 µM]
COc1cccc(C(=O)NC(C)c2ccc(Br)cc2)c1 (stereo unspecified)	-8%	-4.5	17%	-1	?	-8	4	0%	-2%
O=C(Nc1ccccc1)c1ccccc1OCc1cccc([N+](=O)[O-])c1	-16%	-2.7	1%	1	11%	10	1	13%	-5%
O=C(C1CCN(S(=O)(=O)c2cccc([N+](=O)[O-])c2)CC1)N1CCOCC1	-15%	0.6	0%	-2	9%	7	1	1%	-2%
CCOc1cc(/C=N/N=C2/NC(=O)C(CC(=O)O)S2)ccc1OCc1ccccc1Cl (stereo unspecified)	?	-0.3	-6%	0	-14%	3	-20	-1%	-14%
O=C(COC(=O)c1ccccc1Cl)NC1CCCCCC1	6%	-0.3	-17%	1	?	3	0	2%	-1%
CCN1C/C(=C/c2cccc([N+](=O)[O-])c2)C(=O)/C(=C/c2cccc([N+](=O)[O-])c2)C1	-22%	-0.9	?	-8	?	-30	4	-15%	2%
COc1ccc(/C=C/C(=O)N2CCN(c3ccccn3)CC2)c(OC)c1OC	-5%	1.1	1%	6	14%	6	-2	15%	-6%
Cc1cc(OC(C)C(=O)NCC2CCC(C(=O)O)CC2)c2c(C)cc(=O)oc2c1 (stereo unspecified)	4%	-0.3	-5%	4	15%	-13	-1	-4%	0%
Cc1nnc(NC(=O)CN2CCN(Cc3ccccc3)CC2)s1	-1%	1.3	-9%	-7	9%	-14	0	-5%	1%
O=C1c2ccccc2C(=O)N1CSc1nnc(Nc2ccccc2)s1	-12%	-0.2	-3%	-3	8%	4	-5	1%	1%[57.1 µM]
Cc1ccc(/C=N/NC(=O)c2ccc(-c3ccccc3)cc2)o1	-6%	-0.2	15%	2	?	0	-15	8%	-2%
COc1ccc(C(=O)Oc2ccc3c(C)cc(=O)oc3c2C(C)=O)cc1	-6%	-3.9	8%	-10	15%	9	1	4%	6%
CCN(CC(=O)Nc1c(F)cccc1F)C(=O)CCNC(=O)c1ccco1	1%	-0.1	-2%	4	17%	7	-13	-1%	9%
CCOC(=O)Cn1c(CN2CCOCC2)nc2c1c(=O)n(C)c(=O)n2C	3%	-1.4	2%	0	7%	3	1	-1%	2%

Single records, as listed above. Screens in order: PLK1 PBD block | IL-2 act | HEK293 tox | D3 ag | GLP1R inv ag | DRD3 antagonist | PI5P4K alpha inh | GLP1R ag | WRN helicase inh
`COc1cccc(C(=O)NC(C)c2ccc(Br)cc2)c1` (stereo unspecified) is entered as -8% | -4.5 | 17% | -1 | ? | -8 | 4 | 0% | -2%
`CCOC(=O)Cn1c(CN2CCOCC2)nc2c1c(=O)n(C)c(=O)n2C` is entered as 3% | -1.4 | 2% | 0 | 7% | 3 | 1 | -1% | 2%

Additional structures:
SMILES	PLK1 PBD block	IL-2 act	HEK293 tox	D3 ag	GLP1R inv ag	DRD3 antagonist	PI5P4K alpha inh	GLP1R ag	WRN helicase inh
CSc1nc2c(c(=O)[nH]1)C(c1cccc(Br)c1)CC(=O)N2 (stereo unspecified)	-7%	-0.3	5%[7.66 µM]	4	0%[7.66 µM]	13	-4	0%	-1%
Cc1ccc(C(=O)OCC(=O)NCc2cccs2)s1	-4%	-0.4	-3%	9	29%	-2	-5	12%	9%
O=C(C1CCN(CCc2ccccc2)CC1)N1CCOCC1	6%	0.8	-3%	-6	-11%	0	1	2%	-16%
CC(=O)Nc1ccc2c(c1)N(C(=O)CN(C)C)c1ccccc1CC2	-18%	0.5	21%	3	-3%	7	.	-4%	1%
CCOC(=O)c1c(C)nc(C)c(C(=O)OCC)c1-c1ccccc1	-6%	0.6	1%	-14	-2%	-19	.	6%	8%
Cc1c(NC(=O)CSc2nnc(COc3ccccc3)n2-c2ccccc2)c(=O)n(-c2ccccc2)n1C	6%&7%	-0.7	-20%	0	-15%	1	7	-6%	-2%
CCCCN(C(=O)c1ccc2ccccc2c1)c1c(N)n(CCCC)c(=O)[nH]c1=O	1%	-0.3	-20%	0	7%	10	4	4%	-2%
O=C(CSc1ccc(-c2ccccn2)nn1)N1CCCc2ccccc21	-2%	-1.7	2%	2	-27%	19	-1	6%	-6%
CCC(=O)N1CCN(c2ccccc2NC(=S)NC(=O)c2cccc([N+](=O)[O-])c2)CC1	-29%	-2.8	-2%	2	?	-4	-6	22%	-29%
Nc1cc(N)nc(SCc2ccccc2)n1	-6%	-1.8	-2%	-1	0%	21	.	7%	10%
O=C(CSc1nc2ccccc2s1)N1N=C(c2cccs2)CC1c1ccc(F)cc1 (stereo unspecified)	-1%	-0.9	-2%	0	4µM*	2	17	-7%	-12%
COC(=O)c1cccc(NC(=O)c2cc3sccc3n2C)c1	-8%	-0.8	-3%	-2	1%	-6	.	5%	-6%
COc1ccc(/C=N\NC(=O)C2C(=O)NCC2c2ccccc2)cc1O (stereo unspecified)	3µM*	1.7	-1%	-2	1%	-6	-57*	1%	-23%
Cc1nnc(SCC(=O)c2ccccc2F)n1Cc1ccccc1	-15%	-0.5	1%	-6	6%	1	?	5%	5%
CC(=O)c1ccc(OCCCC(=O)N2CCN(S(=O)(=O)c3cccs3)CC2)cc1	-19%	-2.1	-9%	-1	11%	7	0	1%	-15%
CCN1C(=O)C(CC(=O)Nc2ccc(OC)cc2)N(Cc2cccs2)C1=S (stereo unspecified)	-2%	-0.5	-5%	0	-21%	21	.	2%	-1%
O=[N+]([O-])c1ccccc1S(=O)(=O)N(CC(O)CN1CCCCC1)c1ccccc1 (stereo unspecified)	-10%	0.2	7%	-23	7%	-18	4	14%	5%
CC1CCc2[nH]c3ccc(C(=O)O)cc3c2C1 (stereo unspecified)	4%	0.5	-13%	1	16%	2	-8	2%	10%
Cc1nc(-c2ccc(S(=O)(=O)Nc3cccc(Cl)c3)cc2)co1	-7%	-1.0	3%	5	?	-17	3	7%	0%
O=C(NCc1cccnc1)c1ccc(S(=O)(=O)N2CCCCCC2)cc1	-16%	2.1	-7%	-4	3%	-9	-2	5%	-4%
CN1OC[C@@H]2CN(S(=O)(=O)c3cccc4ccccc34)[C@H](c3ccc(-c4ccccc4)cc3)C[C@@H]21	-4%	-2.6	-10%	1	?	9	17	1%	-1%
C=CCn1cc(C(C)=O)c(=O)[nH]c1=O	-9%	0.3	-3%	-8	12%	-22	0	-3%	-1%
CN(C(=O)CC1C(=O)NCCN1Cc1ccc(F)c(F)c1)C1CCOCC1 (stereo unspecified)	-15%	-0.4	-2%	16	8%	-5	0	9%	1%
Cc1cc(Cl)ccc1OCC(=O)OCC(=O)Nc1ccc(Cl)cn1	-5%	-2.5	1%	1	14%	-22	1	0%	-2%
CCN(CC)C(=O)C1CCCN(c2ncnc3c2cnn3-c2cccc(C)c2)C1 (stereo unspecified)	-8%	-0.7	3%	5	?	53	11	0%	-4%
CC(C)CNC(=O)c1ccccc1NC(=O)/C=C/c1cccc([N+](=O)[O-])c1	-1%	1.1	-15%	-2	11%	11	2	1%	11%
CCc1ccc(NC(=O)c2sc3nc(C)cc(C)c3c2NC(=O)c2ccccc2)cc1	.	.	-5%	-3	12%	.	.	4%	.
COc1cccc(NC(=O)C2(C)CCN2Cc2cccc(OC)c2F)c1 (stereo unspecified)	3%	-0.2	3%	6	?	48	-4	1%	-9%
